Source: PubChem BioAssay
Giardia kill – Small Molecules that selectively kill Giardia lamblia: qHTS; activity change, % at 7.66 µM, hits read low; hit rate 0.15% among 340,000; Giardia lamblia trophozoite viability; in the data active = activity change below about -80%; inconclusive = between about -30% and that limit;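 note: parasites exposed to compound for two days anaerobically before the ATP read; % is set by controls: 0 for no effect and ±100 for the full control effect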
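Luminescence from cellular ATP indicates surviving trophozoites (100 cells/well) following 48 hrs anaerobic compound treatment at 37 deg C; signal develops 15-30 min at room temperature.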
PKM2 act – qHTS Assay for Activators of Human Muscle isoform 2 Pyruvate Kinase | Potency, µM (highest dose often 57.5 µM), for the others: at the highest dose activation, usual class: activators | hit rate 0.34% among 260,000 | purified PKM2, Kinase-Glo ATP luminescence, activation; response scale: 0% is enzyme alone, no compound | Pyruvate kinase PKM (Homo sapiens), P14618; note: potency is the fitted concentration of half-maximal effect; % is set by controls: 0 for no effect and ±100 for the full control effect; nearly all actives have a fitted effect of over 55% in size
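hPK-M2, >95% pure; 0.1 mM ADP / 0.5 mM PEP final; imidazole pH7.2 buffer w/ 7 mM MgCl2, 50 mM KCl; 1 h RT; Kinase-Glo lum. Intermediate enzyme activity for dual inhibitor/activator qHTS.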
BRCA1 expr act – qHTS Assay to Identify Small Molecule Activators of BRCA1 Expression; AID 624202, 2012; Potency, µM (doses to about 46.1 µM), inactives show top-dose activation, usual class: activators; MCF7-BRCA1-FFLuc reporter, luminescence, 48 h; response scale: scaled: vehicle 0%, 10 µM genistein 100%; hit rate 1.1% among 380,000; note: potency is the fitted concentration of half-maximal effect; nearly all actives have a fitted effect of over 80% in size; some results filed as inactive show a strong effect at the top dose
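Luminescence from a BRCA1-driven firefly luciferase in MCF7 cells was the read-out, taken 15 min after substrate addition following 48 h compound exposure at 37 °C. Data were normalized to a 10 microM genistein control and DMSO vehicle.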
Menin-MLL TR inh – qHTS Assay for Inhibitors Targeting the Menin-MLL Interaction in MLL Related Leukemias: Competition With Texas Red Labeled MLL-derived Mutant Peptide | O00255 | Menin + Texas Red MLL mutant peptide, fluorescence polarization | Potency, µM (doses to about 61.6 µM), for inactives: at the highest dose FP activity change, negative = inhibition, hits mostly inhibitors | hit rate 0.23% among 270,000; active = well fitted inhibition curve with a large enough effect in the polarisation, with a control signal flat, not every such curve was filed as active; inconclusive = small, poorly fitted or top-dose-only effect, or effect the other way, or a change in a side signal; inactive = no such curve, though single readings can be large or run the other way; the % refers to the polarisation; note: potency is the fitted concentration of half-maximal effect; % of control where 0% means no effect; many of its hits are not listed in these tables
p53 reactivator – qHTS assay for re-activators of p53 using a Luc reporter; hit rate 0.063% among 320,000; H1299 p53-A138V BP100-luciferase reporter, luminescence, 24 h; Potency, µM (titrated, usually from 92.2 µM), inactives show top-dose activity change, positive = activation, hits mostly activators; note: potency is the fitted concentration of half-maximal effect; % of control where 0% means no effect; nearly all actives have a fitted effect of over 45% in size
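H1299 (p53-null), stable ts p53-A138V + BP100-Luc; 1000 cells/well, Opti-MEM/10% FBS; cpd 4 pt, 1:5; 24 h, 37 deg C, 5% CO2; detection reagent 10 min RT; luminescence.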
NPC1 prom act – qHTS Assay for NPC1 Promoter Activators. Potency, µM (highest dose often 9.22 µM), without a hit: at the highest dose activation, actives largely listed as activators. Huh7 NPC1 promoter luciferase reporter, 24 h. hit rate 2.4% among 320,000;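 note: potency is the fitted concentration of half-maximal effect; % of control where 0% means no effect; nearly all actives have a fitted effect of over 60% in size; reporter is driven by a mutant NPC1 promoter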
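Huh7 cells stably carrying NPC1 promoter–luciferase, plated in Opti-MEM with 10% FBS for 2 h, were exposed to compound in DMSO for 24 h at 37 °C; luciferase reagent was added for 10 min and luminescence read.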
Rab9 promoter act – qHTS Assay for Rab9 Promoter Activators; Potency, µM (doses to about 9.22 µM), for inactives: at the top dose activation, negative = inhibition, usual class: activators; hit rate 2.8% among 320,000; Huh7 Rab9 promoter-luciferase reporter, luminescence, 24 h; note: potency is the fitted concentration of half-maximal effect; % of control where 0% means no effect; nearly all actives have a fitted effect of over 60% in size
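Promoter activation is measured as luciferase luminescence in Huh7 cells stably transfected with a Rab9 promoter–luciferase construct, following 24 h compound exposure at 37 °C and 10 min reagent incubation at ambient temperature.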
ELG1 genotoxic – qHTS screen for small molecules that induce genotoxicity in human embryonic kidney (HEK293T) cells expressing luciferase-tagged ELG1 | hit rate 1.3% among 330,000 | Potency, µM (highest dose often 46 µM), for inactives: at the top dose activity change, positive = activation, actives largely listed as activators | HEK293T ELG1-luciferase reporter, luminescence, 16 h; note: potency is the fitted concentration of half-maximal effect; % of control where 0% means no effect; nearly all actives have a fitted effect of over 60% in size
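After overnight (16 hr) compound treatment at 37 °C, ELG1-luciferase HEK293T cells were lysed with ONE-Glo; luminescence quantified 30 min later at room temperature.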
VP16 counter – VP16 counterscreen qHTS for inhibitors of ROR gamma transcriptional activity. Drosophila S2 Gal4-VP16 UAS-luciferase, luminescence, 20 h. Potency, µM (doses to about 53.6 µM), without a hit: at the highest dose activity, negative = inhibition, most hits filed as inhibitors. hit rate 3.5% among 310,000. AID 2546, 2010;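 note: Gal4-VP16 expression switched on by copper sulfate through the metallothionein promoter; potency is the fitted concentration of half-maximal effect; % is set by controls: 0 for no effect and ±100 for the full control effect; nearly all actives have a fitted effect of over 50% in size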
RORgamma inh – qHTS for inhibitors of ROR gamma transcriptional activity; Potency, µM (doses to about 53.6 µM), without a hit: at the highest dose activity change, negative = inhibition, most hits filed as inhibitors; Drosophila S2 Gal4-RORgamma UAS-luciferase reporter, 20 h; hit rate 5.4% among 310,000; Nuclear receptor ROR-gamma (Mus musculus), P51450; note: potency is the fitted concentration of half-maximal effect; % is set by controls: 0 for no effect and ±100 for the full control effect; nearly all actives have a fitted effect of over 60% in size
Target sequence (P51450 whole entry, looked up, the tested form may be a part): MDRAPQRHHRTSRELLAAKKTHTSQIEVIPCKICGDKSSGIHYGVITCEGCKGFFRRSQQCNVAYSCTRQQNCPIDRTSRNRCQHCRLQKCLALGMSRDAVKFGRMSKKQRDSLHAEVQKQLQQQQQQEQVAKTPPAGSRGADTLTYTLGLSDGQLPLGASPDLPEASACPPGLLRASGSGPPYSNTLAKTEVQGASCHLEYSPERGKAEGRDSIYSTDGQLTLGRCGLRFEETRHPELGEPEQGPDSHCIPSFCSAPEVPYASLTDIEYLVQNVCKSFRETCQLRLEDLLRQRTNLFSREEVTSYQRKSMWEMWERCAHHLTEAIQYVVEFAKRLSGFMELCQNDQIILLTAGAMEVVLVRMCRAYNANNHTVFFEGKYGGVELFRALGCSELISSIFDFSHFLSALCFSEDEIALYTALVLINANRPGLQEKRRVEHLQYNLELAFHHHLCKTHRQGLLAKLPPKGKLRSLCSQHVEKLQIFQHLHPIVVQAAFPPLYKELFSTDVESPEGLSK
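Drosophila S2 cells stably expressing Gal4-DBD/mouse RORγ fusion under metallothionein promoter plus UAS-luciferase; compound 1 h, then 700 uM CuSO4 induction for 20 h at ambient temperature; inhibition read as reduced luminescence.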
FLuc modulator – qHTS profiling assay for firefly luciferase inhibitor/activator using purifed enzyme and Km concentrations of substrates (counterscreen for miR-21 project); purified FLuc, Km substrates, luminescence inhibition; Potency, µM (series often up to 57.5 µM), for the others: at the top dose activity change, negative = inhibition, most hits filed as inhibitors; hit rate 6.9% among 360,000;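 note: potency is the fitted concentration of half-maximal effect; plate controls were vehicle for no effect and reference inhibitor for full effect; nearly all actives have a fitted effect of over 55% in size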
Target sequence (P08659 whole entry, looked up): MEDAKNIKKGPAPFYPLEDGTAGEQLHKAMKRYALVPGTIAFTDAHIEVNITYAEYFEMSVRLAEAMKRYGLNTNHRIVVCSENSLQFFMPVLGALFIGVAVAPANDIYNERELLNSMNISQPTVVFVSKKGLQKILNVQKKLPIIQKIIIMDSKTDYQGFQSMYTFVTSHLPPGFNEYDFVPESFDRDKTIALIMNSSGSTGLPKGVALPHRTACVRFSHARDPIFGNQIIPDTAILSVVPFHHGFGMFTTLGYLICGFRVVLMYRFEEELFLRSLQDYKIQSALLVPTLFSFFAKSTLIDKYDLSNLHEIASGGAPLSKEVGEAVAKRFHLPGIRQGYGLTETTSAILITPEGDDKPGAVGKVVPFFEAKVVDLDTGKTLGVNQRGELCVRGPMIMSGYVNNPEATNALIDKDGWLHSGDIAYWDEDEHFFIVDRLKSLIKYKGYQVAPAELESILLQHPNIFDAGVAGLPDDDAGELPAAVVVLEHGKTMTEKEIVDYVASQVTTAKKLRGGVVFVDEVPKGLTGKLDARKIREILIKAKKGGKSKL
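Purified P. pyralis luciferase (10nM final) with 10uM D-luciferin and 10uM ATP (Km levels) in 50mM Tris acetate pH 7.5, 10mM Mg acetate, 0.01% Tween-20, 0.05% BSA; qHTS 6-point titration, ~60 µM downward; luminescence read.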
* = called active by the depositor. Unless noted, calls come from the whole dose curve; as a rule, active = well fitted curve in the direction sought with a large enough effect; inconclusive = small, poorly fitted or top-dose-only effect, or another doubt; inactive = no such curve, though single readings can be large; an effect the other way counts as inactive or inconclusive. These rows are one share of the data, so the mix of outcomes need not match the whole.

What do the screens show for `Cc1cc(C(F)F)n2nc(C(=O)Nc3cccnc3Cl)nc2n1`?
Giardia kill: 4; PKM2 act: -10%; BRCA1 expr act: -11%; Menin-MLL TR inh: 22%; p53 reactivator: -5%; NPC1 prom act: -2%; Rab9 promoter act: 1%; ELG1 genotoxic: 0%; VP16 counter: inconclusive; RORgamma inh: -7%; FLuc modulator: -11%

How did Cc1ccc(-n2cc(CN3CCC(O)(c4ccccn4)CC3)c(-c3ccc(F)cc3)n2)cc1 do in these assays?
Giardia kill: -11; PKM2 act: -2%; BRCA1 expr act: -83%; Menin-MLL TR inh: -25%; p53 reactivator: 3%; NPC1 prom act: -4%; Rab9 promoter act: -21%; ELG1 genotoxic: -6%; VP16 counter: -10%; RORgamma inh: -43%; FLuc modulator: 17µM*

How did COc1cccc(C(=O)Nc2cccc3ccccc23)c1OC do in these assays?
Giardia kill: -15; PKM2 act: 2%; BRCA1 expr act: 34%; Menin-MLL TR inh: -6%; p53 reactivator: 9%; NPC1 prom act: 19%; Rab9 promoter act: 26%; ELG1 genotoxic: 2%; VP16 counter: 1%; RORgamma inh: 45%; FLuc modulator: inconclusive

How did Cc1ccc(NC(=O)CSc2nccn2C)cc1S(=O)(=O)N1CCOCC1 do in these assays?
Giardia kill: -23; PKM2 act: 0%; BRCA1 expr act: 18%; Menin-MLL TR inh: -2%; p53 reactivator: -7%; NPC1 prom act: -4%; Rab9 promoter act: -3%; ELG1 genotoxic: 2%; VP16 counter: -5%; RORgamma inh: 26%; FLuc modulator: 1%

What do the screens show for `CCOc1cc(Br)c(C(=O)O)cc1OCC`?
Giardia kill: 16; PKM2 act: -2%; BRCA1 expr act: 9%; Menin-MLL TR inh: -8%; p53 reactivator: -1%; NPC1 prom act: -1%; Rab9 promoter act: 3%; ELG1 genotoxic: -1%; VP16 counter: -5%; RORgamma inh: -31%; FLuc modulator: 6%

Results for COc1cccc(C(=O)Nc2cccc(C(C)=O)c2)c1 ?
Giardia kill: -2; PKM2 act: -16%; BRCA1 expr act: inconclusive; Menin-MLL TR inh: -1%; p53 reactivator: inconclusive; NPC1 prom act: inconclusive; Rab9 promoter act: inconclusive; ELG1 genotoxic: inconclusive; VP16 counter: -2%; RORgamma inh: 1%; FLuc modulator: 21µM*

How did CC(C)Cn1c(=O)c2c(nc3n2CCS3)n(C)c1=O do in these assays?
Giardia kill: 12; PKM2 act: 5%; BRCA1 expr act: 0%; p53 reactivator: 2%; NPC1 prom act: 2%; Rab9 promoter act: -2%; ELG1 genotoxic: -1%; VP16 counter: 1%; RORgamma inh: 2%; FLuc modulator: 5%

How did COc1ccc(/C=N/NC(=O)c2cc(Br)ccc2O)cc1Cn1cc(Cl)cn1 do in these assays?
Giardia kill: 7; PKM2 act: -16%; BRCA1 expr act: -19%; Menin-MLL TR inh: inconclusive; p53 reactivator: -10%; NPC1 prom act: -5%; Rab9 promoter act: 0%; ELG1 genotoxic: 1%; VP16 counter: inconclusive; RORgamma inh: inconclusive; FLuc modulator: inconclusive

Results for CCNc1nc(NC(C)(C)C)nc(N2CCCCC2)n1 ?
Giardia kill: -1; PKM2 act: 0%; BRCA1 expr act: -33%; Menin-MLL TR inh: inconclusive; p53 reactivator: -1%; NPC1 prom act: -9%; Rab9 promoter act: -23%; ELG1 genotoxic: -4%; VP16 counter: inconclusive; RORgamma inh: inconclusive; FLuc modulator: 4%

What do the screens show for `Cc1noc(/C=C/c2cccnc2)c1[N+](=O)[O-]`?
Giardia kill: inconclusive; BRCA1 expr act: -72%; Menin-MLL TR inh: inconclusive; p53 reactivator: -14%; NPC1 prom act: -21%; Rab9 promoter act: -16%; ELG1 genotoxic: -12%; VP16 counter: 16µM*; RORgamma inh: 10µM*; FLuc modulator: 2%

How did COc1cc(C(=O)OCC(=O)NC(=O)NCc2ccccc2)ccc1OC(F)F do in these assays?
Giardia kill: -5; BRCA1 expr act: 5%; p53 reactivator: 3%; NPC1 prom act: 0%; Rab9 promoter act: -2%; ELG1 genotoxic: 1%; FLuc modulator: -1%

How did Cc1nnc(NC(=O)C2CCN(S(=O)(=O)c3cc([N+](=O)[O-])ccc3Cl)CC2)o1 do in these assays?
Giardia kill: 9; BRCA1 expr act: -22%; p53 reactivator: 28%; NPC1 prom act: 1%; Rab9 promoter act: -5%; ELG1 genotoxic: 9%; FLuc modulator: -7%

Results for CCOC(=O)[C@H]1[C@H]2COc3ccccc3[C@@H]2N2C(=O)c3cc(F)c(F)cc3NC(=O)[C@@]12C ?
Giardia kill: -29; BRCA1 expr act: 0%; p53 reactivator: -10%; NPC1 prom act: -4%; Rab9 promoter act: -6%; ELG1 genotoxic: 1%; FLuc modulator: -1%

Results for CSCC(=O)NS(=O)(=O)c1ccc(C)cc1 ?
Giardia kill: -4; PKM2 act: -1%; BRCA1 expr act: 20%; Menin-MLL TR inh: -9%; p53 reactivator: 10%; NPC1 prom act: -6%; Rab9 promoter act: -4%; ELG1 genotoxic: 2%; VP16 counter: -1%; RORgamma inh: -30%; FLuc modulator: 2%

What do the screens show for `CC1CCCCN1C(=O)c1cccc(NC2=C(Cl)C(=O)N(Cc3ccccc3)C2=O)c1` (stereo not drawn)?
Giardia kill: 17; BRCA1 expr act: -43%; p53 reactivator: -24%; NPC1 prom act: 9%; Rab9 promoter act: 0%; ELG1 genotoxic: -1%; FLuc modulator: -12%

Results for COc1ccc(-c2noc(COc3ccc(Cl)c(C)c3)n2)cc1 ?
Giardia kill: -1; PKM2 act: 1%; BRCA1 expr act: -3%; Menin-MLL TR inh: 8%; p53 reactivator: 0%; NPC1 prom act: 0%; Rab9 promoter act: 2%; ELG1 genotoxic: 20%; VP16 counter: -11%; RORgamma inh: -24%; FLuc modulator: -2%

How did CCOc1cc(C=C2C(=O)c3ccccc3C2=O)ccc1OCC(=O)Nc1ccc(C)cc1 do in these assays?
Giardia kill: 5; PKM2 act: -12%; BRCA1 expr act: -1%; Menin-MLL TR inh: -4%; p53 reactivator: -5%; NPC1 prom act: 4%; Rab9 promoter act: -2%; ELG1 genotoxic: -4%; VP16 counter: -3%; RORgamma inh: -25%; FLuc modulator: -3%

How did Cc1ccnc2nc(C(=O)OCC(=O)c3c[nH]c4ccccc34)nn12 do in these assays?
Giardia kill: 10; PKM2 act: -5%; BRCA1 expr act: 21%; p53 reactivator: -1%; NPC1 prom act: -5%; Rab9 promoter act: 2%; ELG1 genotoxic: -3%; VP16 counter: -10%; RORgamma inh: 23%; FLuc modulator: 6%

What do the screens show for `COc1ccc(N2CCN(CC(O)COc3cc(C)cc(C)c3)CC2)cc1` (stereo not drawn)?
Giardia kill: 17; BRCA1 expr act: -3%; Menin-MLL TR inh: -28%; p53 reactivator: 11%; NPC1 prom act: -5%; Rab9 promoter act: 2%; ELG1 genotoxic: 1%; VP16 counter: -3%; RORgamma inh: -1%; FLuc modulator: -4%

What do the screens show for `COC(=O)c1c(NC(=O)CN2C(=O)NC3(CCC(C(C)(C)C)CC3)C2=O)sc2c1CCCCC2` (stereo not drawn)?
Giardia kill: -14; PKM2 act: 5%; BRCA1 expr act: -19%; Menin-MLL TR inh: -2%; p53 reactivator: -8%; NPC1 prom act: -6%; Rab9 promoter act: -1%; ELG1 genotoxic: -1%; VP16 counter: -8%; RORgamma inh: inconclusive; FLuc modulator: 8%

What do the screens show for `Cc1ccc(-c2cc(C(F)(F)F)n3ncc(C(=O)N4CCCCC4c4cccnc4)c3n2)cc1` (stereo not drawn)?
Giardia kill: -12; PKM2 act: -11%; BRCA1 expr act: 18%; Menin-MLL TR inh: -6%; p53 reactivator: -2%; NPC1 prom act: -1%; Rab9 promoter act: -4%; ELG1 genotoxic: -4%; VP16 counter: -4%; RORgamma inh: 12%; FLuc modulator: -4%

How did CC1CCCC(C)N1C(=O)CSc1nnc(-c2c[nH]c3ccccc23)o1 (stereo not drawn) do in these assays?
Giardia kill: -6; PKM2 act: 2%; BRCA1 expr act: 52%; Menin-MLL TR inh: 14%; p53 reactivator: inconclusive; NPC1 prom act: 24%; Rab9 promoter act: 11%; ELG1 genotoxic: 8%; VP16 counter: -14%; RORgamma inh: -12%; FLuc modulator: inconclusive
